CAL-PDZ inh HTS – untagged CAL PDZ binding inhibitors, primary screen, biochemical, fluorescence polarization, HTS. 300,000 tested, 0.92% active. inhibition, % at 24.9 µM. AID 602252, 2012. purified CAL PDZ, TMR-peptide fluorescence polarization, 1 h;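 active = mean inhibition of at least 30% with at least half of replicates also reaching 30%; inconclusive = no clear call, values can overlap the other calls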;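 note: 0% = DMSO neutral control and 100% = excess unlabeled competitor peptide PRC23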
HTR5A ag ctr – HTR5A agonists in luminescence cell assay, primary screen, counter-screen for OPRM1-OPRD1 heterodimer agonist project, full-deck HTS. 5-hydroxytryptamine receptor 5A (Homo sapiens), P47898. cell-based. activation, % at 9.3 µM. 340,000 tested, 0.61% active. AID 504692, 2011; in the data active = activation mostly above about 9.5%, no sharp cut-off; inactive = mostly below about 7.6%;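 note: 0% = cells with vehicle only and 100% = reference agonist; strong numbers were not always called active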
Target sequence (P47898 whole entry, looked up): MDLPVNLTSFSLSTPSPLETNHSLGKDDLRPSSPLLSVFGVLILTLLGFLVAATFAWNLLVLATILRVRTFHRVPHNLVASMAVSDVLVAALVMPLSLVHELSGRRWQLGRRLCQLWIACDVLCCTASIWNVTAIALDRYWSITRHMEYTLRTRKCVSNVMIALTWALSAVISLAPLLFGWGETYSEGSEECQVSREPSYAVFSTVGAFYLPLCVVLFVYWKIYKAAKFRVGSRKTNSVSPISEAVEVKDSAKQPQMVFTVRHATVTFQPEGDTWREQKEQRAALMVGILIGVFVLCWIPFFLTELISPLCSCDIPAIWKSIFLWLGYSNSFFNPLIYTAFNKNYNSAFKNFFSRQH
C-LANA FP – inhibitors of KSHV C-LANA binding to DNA, primary screen, biochemical, fluorescence polarization, FAM-LBS DNA, MBP-C-LANA, single point. inhibition, % at 9 µM. 340,000 tested, 0.078% active. Kaposi's sarcoma herpesvirus LANA C-terminal domain (residues 932-1162) DNA binding. AID 504423, 2011;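 active = highest replicate inhibition at or above 60% at 9 µM, even if other replicates fall short; inactive = all replicates below 60% inhibition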;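 note: 0% = neutral control wells and 100% = 4 µM acridine orange control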
Keap1-Nrf2 PPI – Keap1-Nrf2 protein-protein interaction inhibitors, primary screen, biochemical, fluorescence polarization, single point; Keap1 Kelch-Nrf2 peptide fluorescence polarization, 1536-well; inhibition, % at 9.4 µM; 340,000 tested, 0.15% active; in the data active = inhibition above about 12%; inconclusive = no clear call, values can overlap the other calls; inactive = below about 7.3%;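 note: human Keap1 Kelch domain with fluorescein labeled Nrf2 9mer peptide probe; 0% = neutral control wells and 100% = peptide positive control; higher means more block of Keap1 binding to Nrf2 peptide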
Target sequence (Q14145 whole entry, looked up, the tested form may be a part): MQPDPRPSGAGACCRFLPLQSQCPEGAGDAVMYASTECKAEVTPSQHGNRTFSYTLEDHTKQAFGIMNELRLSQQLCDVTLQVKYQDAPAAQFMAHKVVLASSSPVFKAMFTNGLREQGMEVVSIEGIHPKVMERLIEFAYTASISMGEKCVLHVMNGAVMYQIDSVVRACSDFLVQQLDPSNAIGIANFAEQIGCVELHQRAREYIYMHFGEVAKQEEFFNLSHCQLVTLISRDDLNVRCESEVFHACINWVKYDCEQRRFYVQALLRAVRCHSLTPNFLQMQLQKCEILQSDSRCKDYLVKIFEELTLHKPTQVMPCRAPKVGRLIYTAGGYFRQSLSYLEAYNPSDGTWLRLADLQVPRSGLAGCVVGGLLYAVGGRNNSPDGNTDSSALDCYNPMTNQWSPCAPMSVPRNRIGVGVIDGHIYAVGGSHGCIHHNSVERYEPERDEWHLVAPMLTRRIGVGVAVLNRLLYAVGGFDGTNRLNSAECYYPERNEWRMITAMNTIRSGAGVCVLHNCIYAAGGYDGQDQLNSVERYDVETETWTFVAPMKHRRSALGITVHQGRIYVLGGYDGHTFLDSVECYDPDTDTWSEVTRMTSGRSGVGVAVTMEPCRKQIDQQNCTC
V-ATPase pH – regulators of yeast V-ATPase proton pumping, primary screen, pHLuorin cytosolic pH fluorescence; S. cerevisiae; response, % at 10 µM; 350,000 tested, 0.37% active; in the data active = response mostly above about 7.3%, no sharp cut-off; inactive = mostly below about 5.4%; note: actives read high; inactives centre near 0; some compounds called inactive have numbers as strong as hits; reference of the scale not given here
RTF Ca sens act – cardiac RTF calcium sensitivity activators, primary screen, biochemical, IANBD-TnC fluorescence, EC20 calcium; Troponin I, cardiac muscle (Homo sapiens) + Troponin T, cardiac muscle (Homo sapiens) + …; IANBD-labeled TnC RTF fluorescence at EC20 calcium; 0% EC20 calcium, 100% full calcium; activation, % at 7.2 µM; 340,000 tested, 0.24% active;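 active = activation above the mean over all tested compounds plus 3 SD, cut at about 30% in these data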;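 note: rise in fluorescence read as greater calcium sensitivity of cardiac thin filaments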
RTF Ca sens inh – cardiac RTF calcium sensitivity inhibitors, primary screen, biochemical, IANBD-TnC fluorescence, EC70 calcium; IANBD-labeled cardiac RTF, Ca2+ fluorescence; inhibition, % at 7.15 µM; 340,000 tested, 0.12% active; AID 493244, 2011;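 active = inhibition above the mean inhibition of all tested compounds plus 3 SD, cut at about 17% in these data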;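 note: assay run at fixed EC70 calcium of 1.6 mM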
OPRM1-OPRD1 ag – agonists of OPRM1-OPRD1 heterodimerization, primary screen, cell-based, luminescence | Mu-type opioid receptor (Homo sapiens) + Delta-type opioid receptor (Homo sapiens), … | cells | activation, % at 9.3 µM | 340,000 tested, 0.3% active | AID 504326, 2011; in the data active = activation above about 18%;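 note: 0% = vehicle-treated cells and 100% = reference agonist; values of inactives mirror those of a sister screen read the other way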
HTR5A inv ctr – HTR5A inverse agonists in luminescence cell assay, primary screen, counter-screen for OPRM1-OPRD1 heterodimer inverse agonist project, full-deck HTS; 5-hydroxytryptamine receptor 5A (Homo sapiens), P47898; HTR5A cell line, inverse agonism; inhibition, % at 9.3 µM; 340,000 tested, 0.083% active; AID 504634, 2011; in the data active = inhibition mostly above about 23%, no sharp cut-off; inactive = mostly below about 18%;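 note: 0% = cells with DMSO and 100% = no-cell wells with DMSO; some compounds called inactive have numbers as strong as hits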
OPRM1-OPRD1 inv – inverse agonists of MOR-DOR heterodimerization, primary screen, cell-based, luminescence. Mu-type opioid receptor (Homo sapiens) + Delta-type opioid receptor (Homo sapiens), …. cell-based MOR-DOR heterodimer luminescence, inverse agonism. inhibition, % at 9.3 µM. 340,000 tested, 0.21% active. AID 504357, 2011; in the data active = inhibition above about 22%, passing the limit was not always enough;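 note: 0% = cells with DMSO and 100% = wells without cells with DMSO; values of inactives mirror those of a sister screen read the other way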
Numbers without * were called inactive; ? = inconclusive; . = no result given. Compounds were not picked by outcome; 2.8% or so of the library scored in one or more.

SMILES	CAL-PDZ inh HTS	HTR5A ag ctr	C-LANA FP	Keap1-Nrf2 PPI	V-ATPase pH	RTF Ca sens act	RTF Ca sens inh	OPRM1-OPRD1 ag	HTR5A inv ctr	OPRM1-OPRD1 inv
Fc1ccccc1OCCCCCCN1CCCC1	.	8	0.3	-4	0	-1	-11	0.6	9	-3
COC(C/C=C/[C@H](O)[C@@H](C)OCc1ccccc1)OC	-2	-2	-2.6	-3	1	3	-25	-0.9	5	5
CCN(CC)C(=O)Cn1nnc(-c2ccc(S(C)(=O)=O)cc2)n1	-1	-7	-0.5	-3	1	4	10	-2.3	24	12
Cc1ccc(N2CCN(C(=O)c3ccccc3NC(=O)C3CCCCC3C(=O)O)CC2)cc1 (configuration not stated)	4	4	2.7	-1	-2	3	12	-0.3	-15	2
CCOc1ccc(C2=Nn3c(nnc3-c3ccccc3)SC2)cc1Cl	0	0	-0.7	-3	2	4	4	-2.6	26	14
Cc1ccc(C)c(N2CC(C(=O)OCC(=O)Nc3cc(C)on3)CC2=O)c1 (configuration not stated)	-1	0	0.9	3	1	7	4	-0.9	1	5
COC(=O)c1ccc(C(=O)OC)c(NC(=O)COC(=O)C2CC2C)c1 (configuration not stated)	1	2	-1.1	-5	-3	0	-3	-0.3	7	1
Cc1ccc2[nH]c3c(=O)n(CC(=O)NCc4ccco4)ncc3c2c1	-4	0	-1.9	-2	1	-3	-8	1.4	0	-7
O=C(COc1ccccc1Cl)NNC(=O)C1CCCO1 (configuration not stated)	-3	-7	1.7	1	1	-2	-3	-3.9	15	19
Cc1cccc2cc(COC(=O)C(C)(C)C)c(=O)[nH]c12	.	-4	-0.3	-5	0	9	-3	-1.2	15	7
CC(C)(C)NC(=O)CN(c1cccc([N+](=O)[O-])c1)S(=O)(=O)c1ccccc1	2	.	0.6	2	-1	.	.	.	.	.
COc1ccccc1CC(=O)N1CCN(c2ccccc2F)CC1	-1	8	1.5	-1	-4	8	-10	1.3	4	-7
Cc1nn(Cc2ccccc2)c(C)c1C(=O)NCC(c1cccs1)N1CCOCC1 (configuration not stated)	-6	2	-0.5	-2	.	1	2	-1.6	-6	9
Cc1ccc(S(=O)(=O)N2CCOCC2)cc1NC(=O)COC(=O)c1cnccn1	8	-1	2.6	-2	-1	1	-6	-4.3	11	16
CC(=O)Oc1ccc(C(=O)Nc2ccc3c(c2)OCCO3)cc1	.	3	-1.9	-1	-1	0	-3	-4.0	-6	20
Cc1ccc(NC(=O)COC(=O)C(NS(=O)(=O)c2ccc(Cl)cc2)C(C)O)c(Br)c1 (configuration not stated)	6	0	-1.0	0	-4	-1	-9	0.6	1	-4
CC(C)NS(=O)(=O)c1ccc(CCC(=O)NCc2cccnc2)cc1	-1	6	0.6	2	0	3	-90	-1.6	-16	10
Cc1n[nH]c(C)c1Cc1ccc(C(=O)O)cc1	-3	8	-0.2	-1	3	-6	-3	-2.2	12	13
COC(=O)c1ccc(Nc2nc(-c3ccncc3)nc3ccccc23)cc1	0	3	-1.5	2	0	-5	-8	-3.9	-11	17
c1ccc(CCCNCC2COc3ccccc3O2)cc1 (configuration not stated)	-4	0	0.4	-5	-3	10	-2	2.5	-1	-12
COCCN(C(=S)Nc1c(C)cccc1C)C(C)c1ccco1 (configuration not stated)	0	-4	-0.6	-3	-5	3	-7	-0.6	-15	3
CNc1nc2c3ccccc3n(C(C)=O)c2s1	.	-2	-0.5	1	-4	-4	2	-1.9	-9	9
Cc1ccc(C(=O)N/C(=C\c2cccs2)C(=O)NCCc2c[nH]c3ccccc23)cc1C	-2	19*	0.0	0	-1	-3	0	-3.4	-44	16
CNS(=O)(=O)c1cccc(C(=O)OCc2cc(=O)n3cc(Br)ccc3n2)c1	-1	0	-2.9	-1	-3	-2	-3	-3.1	6	16
Cn1nnnc1SCCNCc1ccccc1F	1	0	-0.8	-8	3	-2	1	-1.6	15	8
c1ccc2c(c1)OCC(c1nnc3sc(-c4cnccn4)nn13)O2 (configuration not stated)	.	6	0.2	-3	1	-1	-1	-0.7	-19	4
O=C1NC(=O)/C(=C/C(=O)N2CCOCC2)S1	-2	-4	1.4	7	2	-3	-13	-1.2	4	9
CC1(c2ccccc2Br)NC(=O)N(CC(=O)Nc2ccc(S(N)(=O)=O)cc2)C1=O (configuration not stated)	-5	5	-0.4	-2	-1	-2	5	-1.8	-15	12
O=C(NCCc1ccccc1)C(c1ccncc1)N(C(=O)c1csnn1)C1CC1 (configuration not stated)	-1	-5	1.2	3	0	-2	-12	-3.0	-7	18
CCN(CC)S(=O)(=O)c1cccc(C(=O)N[C@H](C(=O)NC2=NCCS2)C(C)C)c1	-2	0	0.5	-3	1	-4	-4	-0.4	-2	2
Cc1nn(CC(=O)OCC(=O)Nc2c(C(C)C)cccc2C(C)C)c(C)c1[N+](=O)[O-]	.	2	-0.1	-6	7	2	3	-1.8	-6	9
COC(=O)Cc1ccc(NC(=O)c2ccc(NC(=O)c3ccco3)cc2)cc1	-4	-1	-0.7	0	-3	-2	3	-2.5	2	14
COc1cccc(NC(=O)CN(C)C(=O)c2cc(S(=O)(=O)NCc3ccccc3)ccc2C)c1	-3	2	0.1	-2	2	-3	-5	-0.3	0	2
COc1ccc(CCNC(=O)c2cc3c(=O)n4ccccc4nc3n(CCN3CCOCC3)c2=N)cc1	2	-1	-3.5	1	2	-3	-9	-0.7	-18	3
CCCC(=O)NC(=S)Nc1cccc2c(O)cccc12	-3	3	1.5	-7	6	4	-13	6.9	-8	-37
COc1ccc(C(=O)NN=C2CCCC2)cc1	2	0	-1.6	-3	-3	4	-8	-1.9	-1	9
N#Cc1c(-c2ccc(Cl)cc2)ccnc1N1CCOCC1	.	6	-1.6	2	-3	4	1	-1.6	-11	8
CNC(=O)CCn1nc(-c2ccc(Cl)cc2)c2ccccc2c1=O	3	6	-0.2	?	-3	-9	-8	0.3	-20	-2
O=C(NCc1ccccc1Cl)C(=O)c1c[nH]c2ccccc12	-2	-8	1.2	-6	5	-2	2	-1.8	20	9
CC(C)(CC(=O)O)CC(=O)Nc1cc(C(F)(F)F)cc(C(F)(F)F)c1	-2	-3	0.3	-6	0	7	1	0.2	7	-1
CC(=O)Nc1ccc(OCC(O)CNC2CCCC2)cc1 (configuration not stated)	.	-2	-10	0	-1	3	-2	-1.1	18	6
CC(C)OCCCn1c(=S)[nH]c2cc3c(cc2c1=O)OCO3	-1	1	2.6	-4	4	-2	-1	-2.6	32	13
CCn1ncc([N+](=O)[O-])c1C(=O)N1CCCC1	7	4	-1.0	-1	7	-2	7	-2.7	-11	13
Cc1sc(NC(=O)c2ccc(OCC(C)C)cc2)c(C(N)=O)c1-c1ccc(Cl)cc1Cl	2	0	0.5	-5	1	11	-4	-0.5	-23	3
COc1ccc(OC)c(C(c2nnnn2C(C)(C)C)N2CCc3ccccc3C2)c1 (configuration not stated)	-8	0	-0.7	-4	2	0	-10	-2.4	-1	10
O=C(O)C1CCCN1c1nc(C(F)(F)F)nc2ccccc12 (configuration not stated)	-2	-1	-1.5	-1	-2	-4	-14	0.8	3	-4
COc1ccccc1C1CC(c2ccccc2)=NN1C(=S)Nc1ccccc1 (configuration not stated)	0	2	-2.2	0	-3	4	-14	-0.2	-4	1
CN(C)CC#CCOC(c1ccccc1)c1ccccc1	-7	-1	-10	-5	0	-1	-9	1.4	3	-6
O=C(Nn1cc(C(=O)Nc2ccccc2F)c2ccccc2c1=O)c1cnccn1	19	5	1.8	5	-2	3	-2	-3.2	-18	14
COc1ccc(Cl)cc1NC(=O)Cn1nc(-c2ccc(C)cc2)n(C)c1=S	-4	4	-0.1	-5	1	7	-9	-0.3	20	2
C/C(=N\NC(=O)CC(C)C)c1ccc(Cl)c(Cl)c1	-3	-1	-2.3	1	1	-4	2	3.5	2	-21
CC(C)N(C(=O)[C@H]1C[C@H](CC(=O)NCc2cccc(C(F)(F)F)c2)C(=O)N2CCc3c([nH]c4cc(CCC(=O)N(C)C)ccc34)[C@]12C)C(C)C	-3	0	1.8	-1	-1	4	-4	-2.1	1	10
O=[N+]([O-])c1ccccc1S(=O)(=O)Nc1cccc(-c2ccc(N3CCOCC3)nn2)c1	3	6	1.3	-1	6	-1	-8	-3.0	-12	15
Cc1cc(/C=C(\C#N)C(=O)OCC(=O)Nc2ccc(OC(F)F)cc2)c(C)n1CC(C)C	13	2	-2.0	-8	3	-5	-8	1.1	-4	-6
COc1ccccc1NS(=O)(=O)c1c(C)nc2sccn2c1=O	.	3	-0.5	-1	0	-3	0	-0.3	-8	2
COc1ccc(/C(C)=N/OC/C(O)=C(\C#N)c2nc3ccccc3[nH]2)c(OC)c1	-2	2	-2.2	-6	2	-3	-8	-0.7	-1	4
Cc1cc(SCC(=O)NCC2CCCO2)nc2ccccc12 (configuration not stated)	.	0	0.4	-12	5	10	-17	-2.0	-11	14
O=C(CSCC(=O)N1CCCCC1)Nc1nc(-c2ccccc2)c(-c2ccccc2)s1	-8	3	1.4	-4	-2	5	-2	4.3	-10	-26
CCc1nnc(NC(=O)c2cc(-c3ccc(C)o3)nc3ccccc23)s1	1	11	-3.2	-2	6	-3	-4	-2.9	-32	12
Cc1nn(C)cc1C(C(=O)NC1CCCCC1)N(C(=O)Cc1cccs1)c1ccc(F)cc1 (configuration not stated)	3	-2	3.2	0	.	15	-10	2.3	13	-11

The listing continues.
SMILES	CAL-PDZ inh HTS	HTR5A ag ctr	C-LANA FP	Keap1-Nrf2 PPI	V-ATPase pH	RTF Ca sens act	RTF Ca sens inh	OPRM1-OPRD1 ag	HTR5A inv ctr	OPRM1-OPRD1 inv
COc1ccc2c(c1OC)C(=O)N(c1cccc(C(F)(F)F)c1)C2	-20	1	0.6	0	5	1	-3	-1.3	-2	7
CC(C)(C)c1csc(NC(=O)CSC2=NCCS2)n1	0	1	-1.4	-1	0	-2	-1	1.2	-2	-9
COc1ccc(NC(=O)CSc2nnc(N)s2)c([N+](=O)[O-])c1	-3	-1	1.4	-4	-1	-1	2	1.4	9	-7
COCc1cc(C)nc2sc(C(=O)NN)c(-n3cccc3)c12	6	-1	3.3	-1	-1	-2	-1	-3.8	38	18

As entered above.
`CC(C)(C)c1csc(NC(=O)CSC2=NCCS2)n1` – HTR5A inv ctr = -2
`COc1ccc2c(c1OC)C(=O)N(c1cccc(C(F)(F)F)c1)C2` – HTR5A ag ctr = 1

Compound activity (PubChem BioAssay)
